Bioassay records deposited in PubChem BioAssay by National Center for Advancing Translational Sciences (NCATS).
TDP1 cell noCPT: qHTS for Inhibitors of human tyrosyl-DNA phosphodiesterase 1 (TDP1): qHTS in cells in absence of CPT; DT40 Tdp1-/- hTDP1 cells, no CPT, ATP luminescence, 48 h; Potency, µM (highest dose often 46.2 µM), without a hit: at the top dose activity change, negative = growth inhibition, usual class: inhibitors; 420,000 tested, 15% active; AID 686978, 2013; note: nearly all actives have a fitted effect of over 55% in size
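Chicken DT40 Tdp1-/- cells stably complemented with human TDP1 were seeded at 400 cells/well with DMSO in place of 20 nM camptothecin. After compound pinning, cells grew at least 48 hr at 37 °C; viability read by CellTiter-Glo luminescence.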
DT40 TDP1 CPT: DT40-hTDP1 cell growth loss with CPT; chicken DT40 Tdp1-/-;hTDP1 cells + 20 nM CPT, ATP luminescence, 48 h; Potency, µM (series often up to 46.2 µM), for inactives: at the highest dose activity change, negative = growth inhibition, usual class: inhibitors; 420,000 tested, 12% active; note: nearly all actives have a fitted effect of over 55% in size
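Chicken DT40 Tdp1-/- cells complemented with human TDP1, 400 cells/well, exposed to compounds plus 20 nM camptothecin for at least 48 h at 37 C; viability read as ATP content by CellTiter-Glo luminescence.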
KAT2A inh: inhibitors of human GCN5L2 histone acetyltransferase | Q92830 | GCN5L2 HAT assay, ThioGlo1 CoA-SH fluorescence | Potency, µM (series often up to 58.9 µM), for the others: at the top dose activity change, negative = inhibition, most hits filed as inhibitors | 390,000 tested, 0.21% active | AID 504327
Target sequence (Q92830 whole entry, looked up): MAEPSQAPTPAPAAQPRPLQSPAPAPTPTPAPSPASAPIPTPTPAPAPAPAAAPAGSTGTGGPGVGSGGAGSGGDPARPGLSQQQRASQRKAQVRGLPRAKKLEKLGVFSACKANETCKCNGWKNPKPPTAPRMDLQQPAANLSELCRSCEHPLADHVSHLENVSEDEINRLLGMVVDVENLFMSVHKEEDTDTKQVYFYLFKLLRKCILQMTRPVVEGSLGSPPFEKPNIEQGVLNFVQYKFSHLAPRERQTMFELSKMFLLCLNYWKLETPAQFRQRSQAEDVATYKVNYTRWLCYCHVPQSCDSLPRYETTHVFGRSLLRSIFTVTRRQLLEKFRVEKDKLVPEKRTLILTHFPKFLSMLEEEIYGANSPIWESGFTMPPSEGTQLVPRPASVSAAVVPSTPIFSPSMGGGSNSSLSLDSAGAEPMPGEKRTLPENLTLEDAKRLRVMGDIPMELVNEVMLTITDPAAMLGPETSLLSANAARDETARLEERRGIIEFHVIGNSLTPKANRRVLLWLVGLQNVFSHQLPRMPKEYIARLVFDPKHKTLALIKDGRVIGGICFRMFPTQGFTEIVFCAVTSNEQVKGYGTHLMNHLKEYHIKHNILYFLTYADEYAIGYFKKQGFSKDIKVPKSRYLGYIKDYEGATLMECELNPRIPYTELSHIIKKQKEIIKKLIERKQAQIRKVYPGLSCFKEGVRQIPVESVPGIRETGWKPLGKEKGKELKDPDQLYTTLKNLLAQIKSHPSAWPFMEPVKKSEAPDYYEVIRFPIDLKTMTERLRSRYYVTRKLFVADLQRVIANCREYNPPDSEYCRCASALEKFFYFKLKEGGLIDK
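Free CoA generated was detected with ThioGlo1 (50uM) fluorescence at Ex340nm/Em540nm, read immediately and after 20 min at room temperature. Enzyme, 20 nM in HEPES pH 7.5 buffer, saw compounds 15 min before adding 75uM H3(1-25) peptide and 70uM acetyl-CoA.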
* hit, by the source's call; u = inconclusive; x = not tested or not shown; [ ] = remark or other dose. Calls come from the whole dose curve; as a rule, active = well fitted curve in the direction sought with a large enough effect; inconclusive = small, poorly fitted or top-dose-only effect, or another doubt; inactive = no such curve, though single readings can be large; an effect the other way counts as inactive or inconclusive. % is set by controls: 0 for no effect and ±100 for the full control effect; potency is the fitted concentration of half-maximal effect. Some of the compounds tested (hit frequency here may not be typical).

nr	Compound	TDP1 cell noCPT	DT40 TDP1 CPT	KAT2A inh
1	CC12CCC(C(=O)N(c3cccc(Cl)c3)C1=O)C2(C)C (centres undefined)	u	-6%	-7%
2	CCCn1c(N)c(C(=O)NS(=O)(=O)c2ccc(C)cc2)c(=O)n(C)c1=O	u	u	1%
3	CC(C)(C)OC(=O)Cn1c(=O)cnc2ccccc21	-25%	4%	-5%[0.501 µM]
4	COc1cccc(CN2CCN(Cc3cc(OC)c(OC)c(OC)c3)CC2)c1OC	u	u	4%
5	COc1ccccc1N(Cc1ccccc1)S(=O)(=O)c1cc(C(=O)O)ccc1Cl	0%	4%	-5%
6	Cc1ccc(NC(=O)N(Cc2cc3cc(C)cc(C)c3[nH]c2=O)CC2COCCO2)cc1 (centres undefined)	u	u	2%
7	O=C(NCC(c1ccco1)N1CCN(c2ccc(F)cc2)CC1)C(=O)NC1CCCCC1 (centres undefined)	u	u	-15%
8	CN(C)S(=O)(=O)c1ccc(C(=O)NCC(c2cccs2)N2CCOCC2)cc1 (centres undefined)	-19%	-11%	u
9	CCN(c1ccccc1)S(=O)(=O)c1ccc(Cl)c(NC(=O)CSc2nncn2C)c1	-29%	0%	2%
10	Cc1ccsc1/C=N/n1cnnc1	1%	1%	0%

Other entries follow:
nr	Compound	TDP1 cell noCPT	DT40 TDP1 CPT	KAT2A inh
11	CCN(CC(=O)Nc1c(F)cccc1F)C(=O)C1(c2ccccc2)CC1	12%	12%	-12%
12	Cc1onc(-c2ccccc2Cl)c1C(=O)NCc1nnnn1-c1ccc(F)cc1	-9%	-10%	2%
13	O=c1[nH]c2ccccc2nc1Cc1ccc([N+](=O)[O-])cc1	u	-14%	-6%
14	O=S(=O)(Nc1ccccc1C(F)(F)F)c1ccc(-c2ccccn2)s1	-12%	-18%	-20%
15	CCc1ccc(N2C(=O)c3sc4nnc(C)c(=O)n4c3C2=O)cc1	0%	-11%	-4%
16	CCOc1ccc(NC(=O)Nc2cc(-c3ccccc3)sc2C(=O)OC)cc1	u	u	u
17	Cc1cccc(NC(=O)CSc2nc3ccc(NC(=O)COc4ccccc4C)cc3s2)c1	16µM*	15µM*	-14%
18	CCOc1cc(/C=N/n2cnnc2)ccc1OCC(=O)Nc1ccccc1OC	8.2µM*	-8%	-12%
19	CC1CCC(NC(=O)C2CCC(CNc3c(N4CCCCC4)c(=O)c3=O)CC2)CC1 (centres undefined)	u	u	1%
20	CCc1ccc(NC(=O)CSc2nc3ccccc3c(=O)n2CCN2CCOCC2)cc1	u	u	-5%

Continuation:
nr	Compound	TDP1 cell noCPT	DT40 TDP1 CPT	KAT2A inh
21	CC(=O)Oc1ccc(C)cc1-n1nc2ccccc2n1	-8%	-21%	16%
22	CSC[C@H]1CN(CCc2ccccc2)C(=O)[C@@H]1CC(=O)Nc1ccc(Br)cc1	u	u	x
23	CCOc1cccc(CNC(=O)c2ccc(N3CCCC3)c(NC(=O)NCc3ccc(F)cc3)c2)c1	-29%	-14%	27%
24	Nc1ccccc1Nc1ccncc1[N+](=O)[O-]	-14%	-4%	2%
25	O=C(Nc1cc(=O)[nH]c2nc(-c3ccccc3)nn12)c1ccc(Cl)cc1	-3%	8%	-3%
26	CCn1c(COc2ccc3c(c2)CCCC3)nnc1SCC(=O)Nc1ccc(C(=O)OC)cc1	u	u	-4%
27	O=C1c2[nH]nc(-c3ccc(Br)cc3)c2C(c2cccc(O)c2)N1c1ccc(Cl)cc1 (centres undefined)	23µM*	u	-8%
28	Cc1cccc(NS(=O)(=O)c2cc(OCC(N)=O)c(C)cc2Cl)c1	u	-20%	0%
29	CCOc1ccccc1NC(=O)c1cccnc1	9%	-2%	x
30	CC1CCCN(CCCCOc2cccc(Br)c2)C1 (centres undefined)	u	4%	-9%

Other compounds
nr	Compound	TDP1 cell noCPT	DT40 TDP1 CPT	KAT2A inh
31	COc1ccc(CCC(=O)N2CCCSC2=Nc2ccc(C(C)=O)cc2)cc1	-21%	-24%	-6%
32	O=c1c2c3nc4ccccc4nc3n(/N=C/c3ccco3)c2ncn1CCC1=CCCCC1	21µM*	16µM*	-5%
33	CCOc1ccc(OCC(=O)Nc2cccc(S(=O)(=O)NC3=NCCC3)c2)cc1	u	-24%	x
34	CCN(CC)c1ncnc2c1cnn2-c1cc(Cl)ccc1C	21µM*	21µM*	-4%
35	CN1CCN(c2ccc(NC(=O)COc3ccccc3[N+](=O)[O-])cc2)CC1	u	-2%	-16%
36	COc1ccc(C2=NOC(C(=O)NCCN3CCOCC3)C2)cc1 (centres undefined)	-17%	2%	30%[activator]
37	COc1cccc(OC)c1NC(=O)Cn1nc(C)c2ccccc2c1=O	u	u	-2%
38	C(=N/Nc1nccs1)/c1cccnc1	u	u	-4%
39	COc1ccc(NC(=O)C2c3ccccc3OCC(=O)N2Cc2ccco2)cc1 (centres undefined)	-18%	1%	x
40	Cc1ccc(NC(=O)COc2ccccc2C(=O)Nc2ccccc2)cc1	u	u	x

Next entries.
nr	Compound	TDP1 cell noCPT	DT40 TDP1 CPT	KAT2A inh
41	CC(C)CCN1C(=O)c2ccccc2CC1(C)C(=O)NC1CCC(C)CC1 (centres undefined)	u	-10%	-6%
42	CC1Nc2ncnc(N3CCc4ccccc4C3)c2N(Cc2ccc(Cl)cc2)C1=O (centres undefined)	u	u	-11%
43	CCN(Cc1ccncc1)C(=O)C1CCN(S(=O)(=O)c2cccs2)CC1	u	2%	-3%
44	C[C@]12c3[nH]c4ccc(Cl)cc4c3CCN1C(=O)[C@@H](CC(=O)NCCC1=CCCCC1)C[C@@H]2C(=O)N1CCOCC1	16µM*	12µM*	-5%
45	CCc1cc(=O)oc2c3c(cc(OCC(=O)N[C@H](C(=O)O)[C@H](C)CC)c12)OC(C)(C)CC3	-8%	13%	-30%
46	CSc1ccc(CCNC(=O)NCc2noc3ccccc23)cc1	u	u	-7%
47	C[C@@H]1CC[C@]2(O[C@@H](CCO)C[C@@H](O)[C@@H]2O)O1	-3%	-19%	13%
48	Cc1ccc(C(=O)O/N=C(\N)Cc2cccs2)c(Cl)c1	-16%	u	u
49	O=C(Nc1cccc(Cl)c1)C1CCN(S(=O)(=O)Cc2ccccc2)CC1	u	-7%	2%
50	CCc1nc(N2CCN(C(C)=O)CC2)c(C#N)c2c1COC(C)(C)C2	-27%	-13%	-4%

Continued:
nr	Compound	TDP1 cell noCPT	DT40 TDP1 CPT	KAT2A inh
51	COCC1CCCN(Cc2ccc3c(c2)CN(C(=O)c2cn4ccc(C)cc4n2)CCO3)C1 (centres undefined)	-17%	-11%[9.04 µM]	x
52	C[C@H](NC(=O)c1nc[nH]c1C(=O)N1CCN(c2ccccc2)CC1)C(=O)OCc1ccccc1	u	18µM*	-24%
53	Cc1cccc(C)c1NC(=O)C1(C)CN(S(C)(=O)=O)CC(=O)N1Cc1ccc2c(c1)OCO2 (centres undefined)	-14%	-3%	x
54	COC(=O)c1cc(C#N)c(OC(C)C)nc1C	-15%	2%	-10%
55	NC(CSC1(c2ccc(F)cc2)c2ccccc2-c2ccccc21)C(=O)O (centres undefined)	u	-13%	x
56	COCC(C)Nc1nc(C)c(C(C)=O)s1 (centres undefined)	-27%	4%	-6%
57	O=C(Nc1nnc([C@@H]2C[C@H](O)[C@@H](CO)O2)s1)c1cccc(C(F)(F)F)c1	9%	-1%	x
58	COc1cc(/C=C/C(=O)OCC(=O)NC(=O)NCc2ccccc2)ccc1OCC#N	-14%	-10%	-5%
59	Cc1cc(OC(=O)c2cc(C(F)(F)F)cc(C(F)(F)F)c2)c([N+](=O)[O-])c(=O)[nH]1	0%	-7%	1%
60	O=C(NNC(=O)c1ccc(F)cc1F)c1ccc2c(c1)OCO2	-15%	1%	-4%

Continuation.
nr	Compound	TDP1 cell noCPT	DT40 TDP1 CPT	KAT2A inh
61	COc1ccccc1C(=O)COC(=O)CCN=C1NS(=O)(=O)c2ccccc21	-5%	-13%	-4%
62	Cc1cccc(C)c1NC(=O)CSCC(=O)O	-17%	7%	1%
63	COc1ccc(N2CC(C)Cn3c2nc2c3c(=O)n(Cc3ccc(C)cc3)c(=O)n2C)c(OC)c1 (centres undefined)	16µM*	u	-9%
64	CCCCOC(=O)C1CCCC(C)N1 (centres undefined)	-4%	4%	-10%
65	O=S(=O)(c1cnc[nH]1)N1CCN(C(c2ccc(F)cc2)c2ccc(F)cc2)CC1	u	-28%	-17%
66	Cc1ccc(CS(=O)(=O)Cc2ccc(C(=O)NCc3cccs3)o2)cc1	-25%	18µM*	-5%
67	CCCC(C(=O)NCc1ccco1)N(Cc1ccco1)C(=O)CNS(=O)(=O)c1ccccc1 (centres undefined)	-4%	-11%	-8%
68	O=C(Nc1ccc(C(F)(F)F)cc1)c1ccc2nc[nH]c2c1	-22%	-1%	0%
69	COc1ccc(F)cc1S(=O)(=O)n1nc(C)cc1C	-5%	-17%	17%
70	CN(C)c1nc(=NCc2ccco2)ss1	0.037µM*	0.15µM*	-4%

Additional compounds:
nr	Compound	TDP1 cell noCPT	DT40 TDP1 CPT	KAT2A inh
71	Cc1cc(/C=C2\C(=N)N3N=C(CC(=O)N4CCOCC4)SC3=NC2=O)c(C)n1-c1ccccc1	-12%	-2%	u
72	O=C1c2ccccc2C(O)N1CCN1CCOCC1 (centres undefined)	29%	-7%	0%
73	CCCCCC(=O)N1C[C@@H](O)[C@H](n2cc(-c3ccc(F)cc3)nn2)C[C@@H]1c1ccc(C)cc1	18µM*	u	x
74	COc1ccc(-c2csc(N(CCCN3CCOCC3)C(=O)CCl)n2)cc1	-17%	-24%	-3%
75	COCc1cccc(NC(=O)CCc2ccccc2)c1	0%	6%	-1%
76	Cc1nn(C(=O)c2ccc(Cl)cc2)c(C)c1S(=O)(=O)N1CCCCCC1	5%	5%	1%
77	Cc1cccc(C)c1-n1ncc(C(=O)NC2CCCC2)c1C1CCNCC1	17%	-1%	-1%
78	COc1cccc(/C=C/c2ccc3cccc(O)c3n2)c1OC	16µM*	u	-10%
79	CC(C)Nc1nc(NC(C)C)nc(OCCOC(=O)Nc2ccccc2)n1	u	-28%	2%
80	COc1ccc(C(=O)Nc2ccc(N3CCCC3)cc2)cc1OC	u	u	-6%

The list continues.
nr	Compound	TDP1 cell noCPT	DT40 TDP1 CPT	KAT2A inh
81	Oc1cccc2c(NC(=S)Nc3ccc(OC(F)F)cc3)cccc12	18µM*	-59%	-7%
82	COc1ccc(CC(=O)Nc2cccc(S(=O)(=O)N3CCOCC3)c2)cc1OC	u	u	3%
83	Cc1ccc(C(C(=O)NC2CCCCC2)N(C(=O)Cc2c[nH]c3ccccc23)c2ccccc2C)o1 (centres undefined)	21µM*	26µM*	1%
84	O=C(CSc1n[nH]c(-c2ccccc2)n1)NCc1cccc(C(=O)O)c1	0%	10%	-12%
85	O=C(Nc1cccc(NC(=O)c2ccc3c(c2)OCO3)c1)c1ccccc1	-28%	5%	-7%
86	O=C(NCc1ccco1)c1ccc2c(c1)C(=O)c1ccccc1-2	u	u	-4%
87	O=C(CCCOc1ccc(Cl)cc1Cl)N/N=C/c1ccccc1	u	u	0%
88	CCOc1ccc2cc(C#N)c(SCC(=O)OC)nc2c1	-16%	-8%	-14%
89	COc1cccc(OCCNS(=O)(=O)c2ccccc2[N+](=O)[O-])c1	0%	-1%	-7%
